Gli-Sufu antag – blocks Gli-Sufu signaling in a luciferase reporter | actives 0.74% (n = 340,000) | Sufu-KO-LIGHT fibroblasts, Gli luciferase reporter luminescence | AID 588413 | inhibition, % at 5 µM;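 active = inhibition above about 55%, limit read from the data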;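 note: 0% = DMSO-treated cells and 100% = wells with medium but no cells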
CCR6 antag – CCR6 (human) receptor antagonism; P51684; CHO-K1 CCR6 PathHunter beta-arrestin, luminescence, CCL20-stimulated; inhibition, % at 20 µM; actives 0.49% (n = 340,000); AID 493098;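 active = compounds whose inhibition of the agonist-driven luminescence signal at 20 µM reaches about 50%, limit read from the data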;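 note: cells stimulated with CCL20 at 14 nM final; plate controls were DMSO with CCL20 for no effect and DMSO without agonist for full effect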
EBI2 antag – antagonists of human EBI2 receptor; inhibition, % at 5 µM; EBI2 beta-arrestin recruitment, luminescence, 7a,25-OHC stimulated; P32249; actives 0.81% (n = 360,000); in the data active = inhibition above about 38%;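 note: enzyme fragment complementation signal reports receptor beta-arrestin coupling in cells; 0% = agonist plus DMSO wells and 100% = wells without agonist; some results beyond the cut were filed as inactive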
Target sequence (P32249 whole entry, looked up, the tested form may be a part): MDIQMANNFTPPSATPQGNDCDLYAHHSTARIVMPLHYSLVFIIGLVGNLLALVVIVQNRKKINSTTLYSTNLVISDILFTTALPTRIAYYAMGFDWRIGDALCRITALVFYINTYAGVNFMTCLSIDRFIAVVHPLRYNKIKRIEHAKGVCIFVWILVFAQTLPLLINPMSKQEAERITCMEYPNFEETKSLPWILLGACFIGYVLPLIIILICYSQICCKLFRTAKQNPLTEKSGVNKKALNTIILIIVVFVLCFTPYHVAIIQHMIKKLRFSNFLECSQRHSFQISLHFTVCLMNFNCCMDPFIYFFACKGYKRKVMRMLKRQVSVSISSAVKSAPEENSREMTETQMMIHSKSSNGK
APOBEC3A inh – blocks human APOBEC3A ssDNA deamination; P31941; recombinant A3A, FAM/TAMRA ssDNA deamination fluorescence; inhibition, % at 20 µM; actives 0.41% (n = 330,000); AID 493011;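 active = at least 40% inhibition at 20 µM here, with at most 30% in a related deaminase screen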;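 note: plate controls were A3A with DMSO for no effect and wells lacking A3A enzyme for full effect; some results filed as inactive read as strong as hits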
A3G deaminase – blocks human APOBEC3G single-stranded DNA deamination. Q9HC16. recombinant A3G, ssDNA deamination FAM/TAMRA fluorescence. inhibition, % at 20 µM. actives 0.28% (n = 330,000). AID 493012;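 active = inhibition of at least 40% at 20 µM, with no more than 30% in the related APOBEC3A deaminase screen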;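 note: plate controls were DMSO wells with A3G for no effect and wells lacking A3G enzyme for full effect; some compounds called inactive have numbers as strong as hits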
Target sequence (Q9HC16 whole entry, looked up): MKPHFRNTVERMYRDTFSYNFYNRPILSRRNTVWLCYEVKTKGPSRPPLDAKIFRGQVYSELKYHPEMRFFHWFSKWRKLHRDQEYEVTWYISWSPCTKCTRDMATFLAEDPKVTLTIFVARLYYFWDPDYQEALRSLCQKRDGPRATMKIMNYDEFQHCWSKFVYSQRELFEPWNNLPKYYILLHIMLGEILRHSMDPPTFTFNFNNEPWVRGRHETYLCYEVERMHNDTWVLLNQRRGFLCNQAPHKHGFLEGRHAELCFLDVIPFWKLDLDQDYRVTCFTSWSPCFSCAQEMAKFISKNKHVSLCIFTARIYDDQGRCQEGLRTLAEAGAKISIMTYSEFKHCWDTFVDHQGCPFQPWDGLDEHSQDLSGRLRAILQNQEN
GRIN3A LBD mod – modulates the human NR3A ligand-binding domain; actives 2.5% (n = 340,000); NR3A LBD differential scanning fluorimetry, Tm shift; 0% = protein alone, 100% = glycine-bound protein; Tm shift relative to glycine control, % at 25 µM; AID 1259313;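 active = melting temperature shift of at least 10% of the positive control shift, at one fixed dose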
CXCR6 inh – blocks human CXCR6 beta-arrestin recruitment | actives 0.36% (n = 360,000) | CHO-K1 PathHunter CXCR6 beta-arrestin, luminescence | O00574 | inhibition, % at 20 µM; in the data active = inhibition above about 34%, passing the limit was not always enough;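 note: antagonist mode with CXCL16 agonist at 10 nM final; 0% = 10 nM CXCL16 with DMSO and 100% = unstimulated wells without agonist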
Target sequence (O00574 whole entry, looked up): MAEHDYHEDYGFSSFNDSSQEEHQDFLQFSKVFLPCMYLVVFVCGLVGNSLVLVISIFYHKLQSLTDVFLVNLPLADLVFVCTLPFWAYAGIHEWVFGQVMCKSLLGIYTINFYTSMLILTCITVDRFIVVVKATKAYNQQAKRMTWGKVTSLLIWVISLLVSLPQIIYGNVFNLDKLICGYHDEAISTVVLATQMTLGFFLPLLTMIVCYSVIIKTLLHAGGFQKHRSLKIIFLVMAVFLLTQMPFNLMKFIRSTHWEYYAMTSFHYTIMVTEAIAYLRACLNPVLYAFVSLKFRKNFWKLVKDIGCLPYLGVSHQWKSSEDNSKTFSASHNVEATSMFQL
MPTP block – inhibitors of mitochondrial permeability transition pore; actives 1.4% (n = 360,000); isolated mouse mitochondria, Ca2+ swelling absorbance, 30 min; inhibition, % at 10 µM;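 active = inhibition of 50% or more, scaled per plate between neutral and stimulator controls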;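 note: 0% = DMSO wells given calcium and 100% = 1 mM EGTA wells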
Numbers without * were called inactive; . = no result given. Rows are unselected. About 5.8% of those tested had a hit in this group.

Abbreviations: A = Gli-Sufu antag; B = CCR6 antag; C = EBI2 antag; D = APOBEC3A inh; E = A3G deaminase; F = GRIN3A LBD mod; G = CXCR6 inh; H = MPTP block
> Cc1cc(C(=O)CSc2nc(N)cc(=O)[nH]2)c(C)n1CCc1ccc(Cl)cc1
  A: 0 | B: 13 | C: 0 | D: -11 | E: -4 | F: -2 | G: -15 | H: -9.0

> CC(C)Cc1nnc(NC(=O)CCC(=O)Nc2ccc(Cl)cc2)s1
  A: 30 | B: 2 | C: -25 | D: -5 | E: -7 | F: -3 | G: 3 | H: -0.4

> Cc1nc(-c2ccc(S(=O)(=O)N3CCOCC3)cc2)cs1
  A: 43 | B: -1 | C: -10 | D: 3 | E: 0 | F: -1 | G: 3 | H: -2.0

> C1CCN(CC2CCCCN2)CC1 (centres undefined)
  A: -3 | B: 10 | C: 6 | D: . | E: . | F: 4 | G: -4 | H: -1.5

> CC(C)CCNC(=O)CCC(=O)NNc1nc2ccccc2c2nc(-c3ccccc3)nn12
  A: 3 | B: 6 | C: 10 | D: 2 | E: -1 | F: -5 | G: -9 | H: -23

> Cc1cc(C)cc(NS(=O)(=O)c2ccc3[nH]c(=O)ccc3c2)c1
  A: 7 | B: -4 | C: -7 | D: -2 | E: -5 | F: -1 | G: 3 | H: 1.3

> NS(=O)(=O)c1ccc(CCNC(=O)c2cc(-c3ccco3)nc3ccccc23)cc1
  A: -7 | B: 5 | C: 3 | D: -2 | E: -3 | F: 1 | G: 2 | H: 0.2

> COc1ccc(OCC(=O)Nc2cccc3cccnc23)cc1
  A: 5 | B: 7 | C: 10 | D: 1 | E: 0 | F: 3 | G: -10 | H: 2.2

> CCn1cc(C(=O)N2CCN(c3ccccn3)CC2)c(=O)c2cc(S(=O)(=O)N3CCC(C)CC3)ccc21
  A: 6 | B: 3 | C: 2 | D: 4 | E: -4 | F: 1 | G: 6 | H: -3.6

> COc1cc(NC(=O)[C@@H]2CCCN2S(=O)(=O)c2cccc3cccnc23)cc(OC)c1OC
  A: -3 | B: -7 | C: 5 | D: -2 | E: -8 | F: -1 | G: -16 | H: 1.2

> O=C(Nc1ccc(Cl)c(C(F)(F)F)c1)N1CCCC(O)C1 (centres undefined)
  A: 31 | B: 15 | C: -1 | D: 5 | E: 0 | F: 0 | G: 2 | H: -3.5

> Clc1cc(Br)ccc1NCc1cccnc1
  A: -11 | B: 7 | C: 4 | D: -6 | E: -9 | F: 0 | G: 0 | H: -1.4

> CC(=O)Oc1ccc(C(=O)O)c(OC(C)=O)c1
  A: 1 | B: 10 | C: -6 | D: -2 | E: -1 | F: -1 | G: 0 | H: -0.1

> CC(=O)NC(Cc1ccccc1C)C(=O)NC1CCN(C(=O)c2cccc(C)c2)CC1 (centres undefined)
  A: -20 | B: -6 | C: 3 | D: 0 | E: -8 | F: -11 | G: 5 | H: -1.2

> COc1ccc(-n2c(CCc3ccccc3)n[nH]c2=S)cc1
  A: 1 | B: -5 | C: -5 | D: -3 | E: 4 | F: 1 | G: -4 | H: 0.4

Just MPTP block and Gli-Sufu antag, for three of the compounds above:
structure	MPTP block	Gli-Sufu antag
COc1cc(NC(=O)[C@@H]2CCCN2S(=O)(=O)c2cccc3cccnc23)cc(OC)c1OC	1.2	-3
C1CCN(CC2CCCCN2)CC1 (centres undefined)	-1.5	-3
CCn1cc(C(=O)N2CCN(c3ccccn3)CC2)c(=O)c2cc(S(=O)(=O)N3CCC(C)CC3)ccc21	-3.6	6

Other structures:
Abbreviations: A = Gli-Sufu antag; B = CCR6 antag; C = EBI2 antag; D = APOBEC3A inh; E = A3G deaminase; F = GRIN3A LBD mod; G = CXCR6 inh; H = MPTP block
> Cc1nc2sccn2c(=O)c1S(=O)(=O)NCC1CCN(Cc2ccccc2Cl)CC1
  A: 0 | B: 8 | C: -2 | D: -2 | E: -4 | F: 12* | G: 6 | H: -1.1

> COc1ccc(C(CC(=O)N2CCCC2)c2c(OC)cc(OC)c3c(-c4ccccc4)cc(=O)oc23)cc1 (centres undefined)
  A: -1 | B: 12 | C: 10 | D: 75* | E: 28 | F: 1 | G: 17 | H: -0.5

> O=C(CSc1nnnn1C1CCCCC1)N1CCCC1
  A: 15 | B: -3 | C: -2 | D: 5 | E: 5 | F: 1 | G: 9 | H: 1.2

> CCOCCCn1cnc2c(c1=O)c1nc3ccccc3nc1n2-c1ccccc1
  A: 5 | B: -9 | C: 0 | D: 1 | E: -1 | F: 0 | G: -5 | H: -0.5

> Nc1nc(SCc2ccc(F)cc2)ns1
  A: -7 | B: 5 | C: 0 | D: -2 | E: -4 | F: -1 | G: 8 | H: -0.1

> O=C1CC(=O)C(n2cncn2)C(c2c(F)cccc2Cl)C1 (centres undefined)
  A: 8 | B: -3 | C: -16 | D: -3 | E: -6 | F: 0 | G: 2 | H: 1.3

> CCOC(=O)c1ccc(CNC(=O)C(Cc2c[nH]c3ccccc23)NC(C)=O)o1 (centres undefined)
  A: -5 | B: 2 | C: -4 | D: -1 | E: -3 | F: -2 | G: 4 | H: -1.9

> Cc1ccc(-n2c(Cn3nc(C(F)(F)F)cc3C)n[nH]c2=S)cc1
  A: 0 | B: 6 | C: -4 | D: -2 | E: 9 | F: 2 | G: 30 | H: -0.8

> Nc1nonc1-n1nnc(C(=O)N/N=C/c2ccccc2)c1CN1CCc2ccccc21
  A: -18 | B: -8 | C: -7 | D: -1 | E: -8 | F: 1 | G: -4 | H: -0.3

> CCOc1ccc(/C=N/n2c(SC)nnc(C(C)(C)C)c2=O)cc1
  A: -4 | B: -8 | C: 2 | D: 7 | E: 1 | F: 0 | G: 1 | H: 3.6

> CCCC(=O)OCC(=O)Nc1cc(Cl)ccc1[N+](=O)[O-]
  A: 13 | B: -11 | C: -1 | D: 0 | E: -12 | F: -2 | G: -12 | H: -1.2

> CC(=O)c1cccc(CN2CCCCC2C(=O)Nc2ccc(Oc3ccccc3)nc2)c1 (centres undefined)
  A: 10 | B: 15 | C: 71* | D: -4 | E: -10 | F: 1 | G: -15 | H: -0.7

> COC(=O)c1ccc2c(=O)n(C3CCCCC3)c(SCC#N)nc2c1
  A: 5 | B: 19 | C: 8 | D: -2 | E: 0 | F: 2 | G: 5 | H: 0.1

> O=Cc1nc(-c2ccccc2Cl)n2ccccc12
  A: -1 | B: -1 | C: -4 | D: -7 | E: -7 | F: -2 | G: -2 | H: 0.0

> CC1CN(CC(=O)Nc2cccc(C(=O)Nc3cccc(C(F)(F)F)c3)c2)CC(C)O1 (centres undefined)
  A: -4 | B: 11 | C: 2 | D: 3 | E: 0 | F: 2 | G: 6 | H: 0.9

(continued)
Abbreviations: A = Gli-Sufu antag; B = CCR6 antag; C = EBI2 antag; D = APOBEC3A inh; E = A3G deaminase; F = GRIN3A LBD mod; G = CXCR6 inh; H = MPTP block
> CCOC(=O)C1CCCN(C2=NC(=O)/C(=C/c3ccc(N(C)C)cc3)S2)C1 (centres undefined)
  A: -1 | B: 24 | C: 45* | D: 0 | E: 2 | F: 0 | G: 2 | H: 2.1

> CC(CNCCCn1cnc2c(OCc3ccccc3)ncnc21)c1ccccc1 (centres undefined)
  A: 3 | B: 17 | C: -1 | D: . | E: . | F: 0 | G: 10 | H: 0.3

> COc1ccc(-n2nc(C(=O)NCc3ccco3)c3c4ccccc4n(C)c3c2=O)cc1
  A: 5 | B: 20 | C: 8 | D: -5 | E: -6 | F: 1 | G: 11 | H: 0.9

> CCCCNC(=O)c1ccc(S(=O)(=O)c2ccc(Cl)cc2)c(NC(C)=O)c1
  A: 3 | B: -9 | C: -11 | D: 1 | E: -5 | F: -2 | G: -5 | H: -1.8

> CC(C)c1cc(C(=O)Nc2sc3c(c2C#N)CCC3)no1
  A: -8 | B: 9 | C: 0 | D: 0 | E: -2 | F: -1 | G: 9 | H: -1.7

> CN(Cc1ccccc1)C(=O)[C@@H]1CCCN1S(=O)(=O)c1ccc(Cl)cc1
  A: -15 | B: -4 | C: 2 | D: -2 | E: -11 | F: -6 | G: 9 | H: -0.3

> O=C(NN=C1C2CC3CC(C2)CC1C3)c1cc(Cl)ccc1O
  A: -11 | B: -4 | C: 1 | D: -2 | E: -13 | F: 1 | G: 4 | H: -2.4

> CCOC(=O)C(=O)Cc1nc(OCc2ccccc2)cc(OCc2ccccc2)n1
  A: 4 | B: 40 | C: 11 | D: . | E: . | F: 1 | G: 14 | H: 0.8

> O=C1CC(Nc2cc(=O)[nH]c(=O)[nH]2)C(=O)N1c1ccccc1Cl (centres undefined)
  A: 5 | B: 15 | C: -35 | D: 1 | E: -1 | F: 0 | G: -4 | H: 0.1

> Cc1cc(C)cc(C(=O)N2CCN(c3ccccn3)CC2)c1
  A: 23 | B: 11 | C: -6 | D: -7 | E: -3 | F: -2 | G: -1 | H: -0.6

> CCOC(=O)c1sc2cc([N+](=O)[O-])cc(SCC(C)C)c2c1N
  A: -1 | B: -3 | C: -21 | D: -5 | E: -11 | F: 3 | G: -6 | H: 1.4

> Cc1cc(C)c(C#N)c(SCc2nc3ccccc3[nH]2)n1
  A: -3 | B: 17 | C: 10 | D: -3 | E: -4 | F: -1 | G: 10 | H: -2.3

> COc1cc(C(=O)N(CCc2ccccc2)C2CC3CCC(C2)N3C)cc(OC)c1OC (centres undefined)
  A: 7 | B: 1 | C: 3 | D: -3 | E: -7 | F: -4 | G: -4 | H: 0.6

> Cc1ccsc1/C=C1\SC(N)=NC1=O
  A: -26 | B: -4 | C: -11 | D: -6 | E: -9 | F: 0 | G: 6 | H: -4.9

> CCOC(=O)C(Cc1c(F)cccc1F)(NC(C)=O)C(=O)OCC
  A: -2 | B: 29 | C: 3 | D: -3 | E: -7 | F: -1 | G: 2 | H: -3.4

(list continues)
Abbreviations: A = Gli-Sufu antag; B = CCR6 antag; C = EBI2 antag; D = APOBEC3A inh; E = A3G deaminase; F = GRIN3A LBD mod; G = CXCR6 inh; H = MPTP block
> CC12CCC(c3c(C(=O)Nc4nccs4)nn(-c4ccccc4)c31)C2(C)C (centres undefined)
  A: -7 | B: 21 | C: -11 | D: 0 | E: -4 | F: -14 | G: 2 | H: -0.3

> CCOC(=O)C1(CC2CCCCO2)CCN(C(=O)Nc2ccc(C(=O)OC)cc2)CC1 (centres undefined)
  A: 3 | B: 6 | C: 12 | D: 3 | E: 0 | F: 9 | G: -8 | H: 56*

> COc1ccc(C2=NC(C(F)(F)F)(C(F)(F)F)c3c(n(C)c(=O)n(C)c3=O)N2)cc1
  A: 24 | B: 4 | C: -1 | D: -2 | E: -4 | F: 1 | G: -8 | H: 1.0

> COc1ccccc1CC(=O)Nc1ccc(S(=O)(=O)N2CCN(C)CC2)cc1
  A: 0 | B: 8 | C: -8 | D: -1 | E: -10 | F: 2 | G: 3 | H: -1.6

> CCn1c(-c2ccc(-c3ccccc3)cc2)c[nH]c1=S
  A: -1 | B: -13 | C: -2 | D: 7 | E: -3 | F: -2 | G: 2 | H: -2.0

> Cc1cccc(NC(=O)CCNS(=O)(=O)c2ccc3[nH]c(=O)oc3c2)c1
  A: -8 | B: -4 | C: -1 | D: 3 | E: 0 | F: -3 | G: 1 | H: -0.1

> Nc1nn2c(-c3ccccc3)cc(=O)[nH]c2c1N=Nc1ccc(O)cc1
  A: 12 | B: 32 | C: 11 | D: -2 | E: 31 | F: 27* | G: 11 | H: 9.2

> Clc1cccc(Cl)c1Cn1c(-c2cccnc2Cl)nc2ccccc21
  A: 5 | B: 3 | C: 20 | D: -3 | E: -6 | F: -1 | G: 6 | H: -0.7

> COc1ccc(-n2ccnc2SCC(=O)Nc2ccccc2)cc1
  A: -5 | B: -1 | C: 1 | D: -3 | E: -6 | F: 1 | G: 2 | H: -0.7

> CCOC(=O)[C@H]1[C@H]2COc3ccc(Br)cc3[C@@H]2N2C(=O)CN(Cc3ccc(Cl)cc3)C(=O)[C@@]12C
  A: -3 | B: 3 | C: 19 | D: -2 | E: -3 | F: -9 | G: 0 | H: -2.7

Compound activity from PubChem BioAssay.
